# IMPase cell inh: IMPase inhibition in cells; 120,000 tested, under 10 active; inhibition (IP1 accumulation), % at 46.1 µM; AID 901; CHO-M1 cells, IP1 accumulation, HTRF TR-FRET ratio; P97697; active = well fitted curve in the direction sought with a large enough effect in the signal ratio, not every such curve was filed as active; inconclusive = small, poorly fitted or top-dose-only effect, or a change in a side signal; inactive = no such curve, though single readings can be large or run the other way; the % refers to the signal ratio;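 also: cells stimulated with carbachol in lithium chloride buffer; plate controls were DMSO basal wells for no effect and reference inhibitor wells for full effect; higher means more IMPase inhibition seen as more IP1 and lower FRET ratio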
# Target sequence (P97697 whole entry, looked up): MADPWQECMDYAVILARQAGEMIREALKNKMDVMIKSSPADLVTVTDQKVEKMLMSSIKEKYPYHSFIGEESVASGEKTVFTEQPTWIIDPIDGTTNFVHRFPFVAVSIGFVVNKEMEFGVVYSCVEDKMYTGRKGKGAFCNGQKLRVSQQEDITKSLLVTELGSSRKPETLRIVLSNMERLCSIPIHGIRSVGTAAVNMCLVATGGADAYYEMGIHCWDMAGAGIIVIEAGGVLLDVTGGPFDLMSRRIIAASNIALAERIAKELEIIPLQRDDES
#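 CHO-M1, 2000 cells/well, cultured 16–30 h; cpd up to 46 uM; carbachol (50 uM solution, stimulation buffer w/ 50 mM LiCl, pH 7.4), 30 min 37C; IP-One TR-FRET, 10 min RT; Ex 320/Em 665, 620; Hill-fit AC50.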
# PNC inhibitor: blocks assembly of the perinucleolar compartment | 3.1% of 140,000 active | activity change (PNC), negative = inhibition, % at 10 µM | PC3M PTB-GFP, PNC prevalence imaging, 16 h; hits give low values;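 active = readout at or below -70, meaning at least 70% loss of cells showing the perinucleolar compartment, a nuclear body marking cancer cells; inconclusive = readout between -30 and a set limit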;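 also: plate controls were DMSO wells for no effect and camptothecin positive control wells for full effect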
#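 PC3M cells stably expressing PTB-GFP, 750–1000 cells/well, treated 16 h at 37 °C with compound (23 nl of library stock), in duplicate. After paraformaldehyde fixation and Hoechst stain, imaged at 20x; PNC prevalence scored by image analysis.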
# 15-hLO-2 inh: blocks human 15-lipoxygenase 2 activity; purified 15hLO-2, xylenol orange hydroperoxide absorbance; Potency, µM (top dose mostly 57.1 µM), for inactives: at the top dose activity change, negative = inhibition, hits mostly inhibitors; 0.56% of 110,000 active; also: potency is read from the fitted curve at half-maximal effect; nearly all actives have a fitted effect of over 60% in size; many of its hits are not listed in these tables
# Target sequence (O15296 whole entry, looked up): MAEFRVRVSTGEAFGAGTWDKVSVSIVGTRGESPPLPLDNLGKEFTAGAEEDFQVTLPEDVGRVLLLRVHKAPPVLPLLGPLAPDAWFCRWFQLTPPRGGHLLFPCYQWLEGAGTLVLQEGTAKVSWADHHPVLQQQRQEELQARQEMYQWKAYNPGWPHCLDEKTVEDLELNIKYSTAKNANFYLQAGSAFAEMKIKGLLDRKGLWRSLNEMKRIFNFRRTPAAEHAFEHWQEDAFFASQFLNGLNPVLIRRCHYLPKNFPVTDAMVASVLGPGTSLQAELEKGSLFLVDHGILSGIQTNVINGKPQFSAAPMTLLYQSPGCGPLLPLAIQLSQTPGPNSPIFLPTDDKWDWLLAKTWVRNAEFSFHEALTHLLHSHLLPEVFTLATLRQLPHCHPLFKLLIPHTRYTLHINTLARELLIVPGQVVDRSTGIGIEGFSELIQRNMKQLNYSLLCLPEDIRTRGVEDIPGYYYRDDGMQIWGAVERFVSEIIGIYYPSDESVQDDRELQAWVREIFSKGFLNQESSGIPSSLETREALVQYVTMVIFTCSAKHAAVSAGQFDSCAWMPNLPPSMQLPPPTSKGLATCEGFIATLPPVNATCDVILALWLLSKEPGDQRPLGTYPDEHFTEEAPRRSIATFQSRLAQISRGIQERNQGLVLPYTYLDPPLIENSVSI
#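 Screening format was qHTS against 50 nM purified 15hLO-2 in Hepes pH 7.5 with detergent. Activity follows hydroperoxide formation from 45 uM arachidonic acid, measured as 573:405 nm absorbance ratio of the ferric-xylenol orange complex.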
# 12-hLO inh: inhibitors of human 12-lipoxygenase (ALOX12) | P18054 | purified 12-hLO, xylenol orange hydroperoxide absorbance | Potency, µM (doses to about 57.1 µM), inactives show at the highest dose activity change, negative = inhibition, usual class: inhibitors | 0.12% of 150,000 active | AID 1452; also: potency is read from the fitted curve at half-maximal effect; nearly all actives have a fitted effect of over 55% in size; many of its hits are not listed in these tables
#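 150 nM 12hLO, 25 mM Hepes pH 7.0 + 0.01% Triton X-100; cpd preinc 15 min RT; 40 uM arachidonic acid, 30 min RT; Fe-XO 30 min; A573/A405 ratio as read-out.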
# * hit, by the source's call; ? = inconclusive; · = no result given; [ ] = dose if it differs, or a comment. Unless noted, calls follow the shape of the dose curve; as a rule, active = well fitted curve in the direction sought with a large enough effect; inconclusive = small, poorly fitted or top-dose-only effect, or another doubt; inactive = no such curve, though single readings can be large; an effect the other way counts as inactive or inconclusive. Unless noted, % is scaled to controls: 0 for no effect and ±100 for the full control effect. An excerpt; the hit share may differ from the screen's.
SMILES,IMPase cell inh,PNC inhibitor,15-hLO-2 inh,12-hLO inh
Fc1ccc(NC(=S)Nc2ccccc2OC(F)F)cc1Cl,-7,20,·,-17%
COc1cc2c(cc1NC(=O)COC(=O)[C@@H](NS(=O)(=O)c1ccccc1)C(C)C)oc1ccccc12,·,-13,·,-3%
Cc1ccc(CN2C(=O)CCC2C(=O)NCCCN2CCCC(C)C2)cc1 (centres undefined),-1,?,14%[2.29 µM],1%
C/C(=N\NS(=O)(=O)c1ccc(C)cc1)c1cccs1,6,25,-3%,10%
O=C(Nc1cccs1)OCCN1CCN(Cc2ccccc2)CCC1=O,·,33,·,0%
CCCCc1c(CCC)c(=N)c2ccccc2n1C,12,45,4%,0%
NC(=O)COC(=O)CC(NC(N)=O)c1ccc(Cl)cc1 (centres undefined),·,21,·,-4%
O=C(Oc1ccc(Cl)cc1)c1ccc(COC(=O)c2cnccn2)cc1,0,-8,2%,-2%
CC(NCCOCCOc1ccccc1)c1ccccc1 (centres undefined),·,-8,·,2%
CCn1c(CC(=O)Nc2ccc(C)c(Cl)c2)nnc1SCCOc1ccc(OC)cc1,1,32,·,5%
N#CC1=C(N)C(C#N)(C#N)C(c2cccnc2)C2CC(c3ccccc3)CC=C12 (centres undefined),5,26,-9%,-20%
CCOC(=O)C1=C(C)Nc2ncnn2C1c1ccc(N(C)C)cc1 (centres undefined),14,14,4%,-3%
COc1ccccc1NC(=O)COC(=O)[C@@H]1CCCN1C(=O)c1cccs1,-3,?,-4%,0%
CN1CCN(C(=O)c2c(O)c3cccc4c3n(c2=O)CCC4)CC1,0,23,1%,1%
COc1ccc(C(=O)Cn2nnc(-c3ccccc3NC(=O)c3ccco3)n2)cc1,10,25,-19%,-1%
CC(=O)NCc1ccc(C(=O)CSc2nnc(-c3ccncc3)n2Cc2ccccc2)o1,-10[0.369 µM],0,·,-10%
O=[N+]([O-])c1ccccc1/C=N/N1CCN(c2ccncc2S(=O)(=O)N2CCCCC2)CC1,·,?,·,1%
N#Cc1cc(C(=O)c2cc(Cl)ccc2O)cn(-c2ccccc2)c1=O,·,2,·,-2%
CCOC(=O)C1C(=O)C=C(c2cccs2)CC1c1ccccc1C (centres undefined),-4,28,·,-3%
CC(=O)NS(=O)(=O)c1ccc(NC(=O)c2cc(-c3ccc(C)c(C)c3)nc3ccccc23)cc1,7,-96*,-19%,-6%
CCOC(=O)c1c(NC(=O)C2COc3ccccc3O2)sc(C)c1C (centres undefined),2,275,·,0%
COc1ccc(Cc2nn3c(-c4cc(OC)c(OC)c(OC)c4)nnc3s2)cc1,-5,14,-23%,1%
NCCCCCc1nnc(SCc2ccc(Cl)cc2Cl)o1,10,?,13%,-11%
CC1(O)CC2C(CC1O)C2(C)C (centres undefined),·,·,-5%,1%
COC(=O)c1[nH]c2cc(OC)c(OC)cc2c1NC(=O)c1cccc(OC)c1,3,-18,-2%,-12%

# More compounds:
SMILES,IMPase cell inh,PNC inhibitor,15-hLO-2 inh,12-hLO inh
COc1cccc2c1OC[C@@H](CO)[C@H]2N(C)C(=O)Nc1ccccc1,4,38,-2%,6%
CCc1ccc(C(C(=O)NCCOC)N(C(=O)Cn2nnc3ccccc32)c2cccnc2)cc1 (centres undefined),4,-28,·,-1%
Cc1ccc(-c2cc(C(=O)N/N=C/c3c(C)nn(-c4ccccc4)c3C)n[nH]2)s1,-2,-115*,·,1%
CCc1ccc(-c2csc(NC(=O)COC(=O)CCc3nc4ccccc4s3)n2)cc1,·,-7,·,1%
CN(Cc1ccccc1)c1nc(-c2cccc([N+](=O)[O-])c2)nc2ccccc12,8,-25,·,2%
Cc1cc(NC(=O)CSc2nc(-c3cccs3)cc(C(F)(F)F)n2)no1,12,-97*,-4%,5%
COc1ccc(CC(=O)Nc2ccc3c(c2)OCO3)cc1S(=O)(=O)N1CCOCC1,-22,16,-15%,-4%
N#CCCN1CCN(Cc2cc(-c3ccccc3)ccc2O)CC1,-10,?,37%[activator],-3%
CCOC(=O)c1c(C)c(C(=O)N2CCc3ccccc3C2)c(C)n1CC,5,21,-4%,-4%
CC(C)(C)OC(=O)NC(CCCCNC=O)C(=O)O (centres undefined),2,?,7%,4%
O=C(CS(=O)(=O)c1ccccc1)N1CCCCCC1,14,-2,-4%,-4%
CC1CC(C)CN(c2oc(-c3ccccc3Cl)nc2C#N)C1 (centres undefined),7,-20,-3%,1%
Cc1ccccc1OCC(=O)O/N=C(\N)Cc1cccs1,5,70,-6%,-3%
COc1ccc(OC)c(C2SCCN2S(C)(=O)=O)c1 (centres undefined),5,27,-2%,-3%
CCCOc1cccc(C(=O)Nc2nnn(CCC)n2)c1,-1,-3,-7%,3%
CCn1c(SCC(=O)N2CCCCC2C)nnc1-c1ccc(S(=O)(=O)N2CCN(C)CC2)cc1 (centres undefined),1,?,-5%,-2%
CC(=O)NC(CCS(C)(=O)=O)C(=O)Nc1cccc(C)c1 (centres undefined),0,?,-3%,0%
COc1cc(C2=Nc3c(c(C)nn3-c3ccccc3)P(=O)(N3CCOCC3)O2)cc(OC)c1OC (centres undefined),-2,15,-1%,-2%
c1ccc(CSc2nnc3c4ccccc4c4ccccc4c3n2)cc1,·,·,-7%[11.4 µM],-4%[11.4 µM]
Cc1cccc(OCC(=O)N/N=C/c2cn[nH]c2-c2ccc(Cl)c(Cl)c2)c1,10,101,?,-4%
Cc1ccc(N(CC(N)=O)C2SC(=O)NC2=O)cc1 (centres undefined),·,?,·,0%
CCOc1c2ccc(C(=O)NCCCCc3ccccc3)cc2nn1CC,5,33,-3%,7%
CCOc1ccccc1N(CC(=O)N/N=C/c1cc(Br)ccc1OC)S(C)(=O)=O,·,4,·,-1%
CCOC(=O)C(CC)n1nc(C)n2c(cc3sccc32)c1=O (centres undefined),1,?,-4%,-3%
O=C(Cn1nnc(-c2ccc(Cl)cc2)n1)NCC1CCCCC1,6,4,-4%,-3%

# The listing continues.
SMILES,IMPase cell inh,PNC inhibitor,15-hLO-2 inh,12-hLO inh
CCOC(=O)C1CCCN(Cc2c(F)cccc2Cl)C1 (centres undefined),-6,?,-8%,-3%
Cc1ccc(-c2nnc(-c3ccccc3)c(N3CCOCC3)n2)cc1,-1,66,·,-2%
COc1cccc(CN(Cc2ccco2)C(c2ccc(F)cc2)c2nnnn2C(C)(C)C)c1 (centres undefined),8,?,-10%,-8%
O=c1c2ccccc2nc2n1C(CSCc1cccc(C(F)(F)F)c1)CS2 (centres undefined),8,-13,-11%,1%
COc1ccc(CO/N=C/c2c(C)[nH]c(=O)[nH]c2=O)cc1,2,67,-1%,-1%
CCOC(=O)C(NCCCO)c1ccccc1 (centres undefined),15,?,-14%,-5%
Cc1cc(C)c(/C=C2/C(=O)Nc3ccccc32)[nH]1,12,·,?,-8%
CC(C)c1cccc2nc3c(c([Si](C)(C)C(C)(C)C)c12)Cn1c-3cccc1=O,·,·,-3%,-1%
Cc1ccc(N2C(=O)[C@@H]3Cc4ccccc4CN3C2=O)cc1,5,24,-3%,1%
COc1ccc(-c2nc(N)n(C(C)=O)n2)cc1,1,21,-3%,-2%
COC(=O)c1ccc(CC(=O)c2c(C)cc(O)cc2O)o1,4,-19,4%,?
CCCC/C=C/C(NC(=O)c1ccccc1)c1ccccc1 (centres undefined),·,·,-2%,-2%
Cc1cc(C(F)(F)F)c(C#N)c(SCC(=O)NC2CC2)n1,-3,?,-5%,0%
Cc1ccc2c(c1)[nH]c1c(=O)n(CCC3=CCCCC3)cnc12,6,33,-17%,7%
N#Cc1nc(-c2ccccc2Cl)oc1NCc1ccco1,-6,-5,-8%,-5%
Cc1cc(N2CCN(C)CC2)nc(N2CCOCC2)n1,-2,-6,3%,-2%
O=C1CC(N2CCN(CCc3ccccn3)CC2)C(=O)N1c1ccc(Cl)cc1 (centres undefined),-3,?,-7%,4%
CCn1c(=O)c2ccccc2n2c(SCC(=O)N3CCc4ccccc4C3)nnc12,0,26,-10%,2%
COc1ccccc1N1CCN(C(=O)COc2ccc(Cl)cc2Br)CC1,7,-2,12%,-15%
CN(C)CCCNC(=O)CCC1CCCCC1,5,-26,9%,-3%
O=S(=O)(Nc1ccc(Cc2ccncc2)cc1)c1ccc(Cl)c(Cl)c1,19,2,52%[activator],3%
CCOC(=O)N1CCN(C(c2ccccc2)c2sc3nc(C)nn3c2O)CC1 (centres undefined),-8,-7,·,3%
CCOC(=O)c1sc2ncnc(N3CCN(c4ccc(OC)cc4)CC3)c2c1C,-4,?,7%,-7%
Cc1ccccc1-n1c(SCC(=O)N2CCCC2)nnc1-c1ccccn1,1,-15,-22%,-4%
CC(/C=C/c1ccccc1)=N\Nc1nc(C)cc(C)n1,·,4,·,1%

# 3 entries already listed, ordered by the number in 15-hLO-2 inh, lowest first:
SMILES,IMPase cell inh,PNC inhibitor,15-hLO-2 inh,12-hLO inh
Cc1ccc2c(c1)[nH]c1c(=O)n(CCC3=CCCCC3)cnc12,6,33,-17%,7%
Cc1cc(C(F)(F)F)c(C#N)c(SCC(=O)NC2CC2)n1,-3,?,-5%,0%
Cc1cc(N2CCN(C)CC2)nc(N2CCOCC2)n1,-2,-6,3%,-2%

# Copied from the results shown for reference:
SMILES,IMPase cell inh,PNC inhibitor,15-hLO-2 inh,12-hLO inh
CCOC(=O)C1CCCN(Cc2c(F)cccc2Cl)C1 (centres undefined),-6,?,-8%,-3%
Cc1ccc(-c2nnc(-c3ccccc3)c(N3CCOCC3)n2)cc1,-1,66,·,-2%

# Further structures.
SMILES,IMPase cell inh,PNC inhibitor,15-hLO-2 inh,12-hLO inh
N/C(=N\OC(=O)/C=C/c1ccccc1)c1ccccc1,-3,50,4%,8%
Cc1cccc(N2CCN(c3nc4ccccc4n4cnnc34)CC2)c1C,-1,-29,24%,0%
CCC(=O)Nc1cc(-c2nn(C)c(=O)c3ccccc23)ccc1OC,15,-21,-5%,-3%
Nc1nnc(Cc2c[nH]c3ccccc23)s1,0,-1,-6%,-6%
O=C(Cn1c(=O)n(Cc2ccco2)c(=O)c2c3c(sc21)CCCCC3)Nc1ccccc1,-1,6,?,?
O=C(NCc1ccc(Cl)cc1)c1cccnc1,-6,4,0%,-3%
Cc1cnc(N)c2c(=O)oc3ccccc3c12,-1,-7,5%,3%
N#CC(c1cccc(Cl)c1)c1ccc2c(C(F)(F)F)cc(C(F)(F)F)nc2n1 (centres undefined),?,47,-19%,-6%
COc1ccc(CC(NC(C)=O)C(=O)NC2CCN(C(=O)c3cnccn3)CC2)cc1 (centres undefined),-1,62,12%,1%
CC(C)OC(=O)CCCCCN1C(=O)CSC1=S,2,-2,-16%,-1%
O=C(NCCCc1ccccc1)c1cnc2n(c1=O)CCS2,1,-2,-1%,12%
CN(C)C(=O)N1CCCC(C(=O)NCc2cccs2)C1 (centres undefined),3,?,2%,2%
CS/C(=C\[N+](=O)[O-])Nc1ccc(Cl)cc1,1,?,-9%,-13%
CCn1c(CNC(=O)c2ccc(OC)c(OC)c2)nnc1SCC(=O)Nc1ccc(OC)cc1,·,19,·,6%
CCOC(=O)C(C)Sc1ncc(-c2ccc(Cl)cc2)cn1 (centres undefined),7,-19,2%,-14%
COc1cccc(NC(=O)C2C3CCC4C(CCC32)C4(Cl)Cl)c1 (centres undefined),·,?,·,3%
COc1ccc(N2CCN(C(=O)CSc3nnc(COc4cccc5cccnc45)o3)CC2)cc1,-6,-18,-8%,-3%

# Structures from the list above that contain a tert-butyl group, in the order listed:
SMILES,IMPase cell inh,PNC inhibitor,15-hLO-2 inh,12-hLO inh
CC(C)(C)OC(=O)NC(CCCCNC=O)C(=O)O (centres undefined),2,?,7%,4%
COc1cccc(CN(Cc2ccco2)C(c2ccc(F)cc2)c2nnnn2C(C)(C)C)c1 (centres undefined),8,?,-10%,-8%
CC(C)c1cccc2nc3c(c([Si](C)(C)C(C)(C)C)c12)Cn1c-3cccc1=O,·,·,-3%,-1%

# High-throughput results (PubChem BioAssay)
